Screening data from PubChem.
tim23-1 inh: growth inhibitors of tim23-1 mutant yeast, primary screen, luminescence, uHTS; S. cerevisiae tim23-1 growth, BacTiter-Glo luminescence, 24 h; inhibition, % at 20 µM; 330,000 tested, 1.3% active; AID 463212, 2010;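 active means growth inhibition of the mutant yeast at or above 50%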;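 further: temperature-sensitive mutant grown at 25 °C; plate controls were DMSO-treated mutant yeast for no effect and medium wells lacking yeast for full effect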
UPR XBP1 act: activators of adaptive XBP1 UPR arm, primary screen, cell-based, CHO-XBP1 luciferase reporter, luminescence, uHTS. IRE1-XBP1 UPR activation; percent of tunicamycin response, DMSO as zero. activation, % at 20 µM. 330,000 tested, 0.33% active. AID 463104, 2010;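 active means versus positive control, 20 µM dose yields 30% or more activation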;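 further: 100% = tunicamycin at 10 µg/mL and 0% = DMSO only wells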
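Material: CHO cell line with stable XBP1 luciferase reporter; schedule: 16-18 h cell attachment at 37 °C, then 6 h compound exposure; signal: glow luminescence from Steady-Glo reagent; medium: serum-containing F12 medium, 10% FBS; benchmarks: tunicamycin 10 µg/mL and vehicle-only wells; read-out: percent activation relative to tunicamycin reference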
UPR CHOP act: activators of apoptotic CHOP UPR arm, primary screen, cell-based, CHO-CHOP luciferase reporter, luminescence, uHTS. 330,000 tested, 0.34% active. UPR activation; percent of tunicamycin response over DMSO baseline. AID 449763, 2010. activation, % at 10 µM;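 active means at 10 µM dose, activation of 40% or more, normalized to positive control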;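 further: 100% = tunicamycin at 10 µg/mL and 0% = DMSO alone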
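System: CHO CHOP reporter cells. Amount: 500 cells per well. Buffer or medium: F12 medium, 10% FBS. Compound dosing: one dose, 10 µM in 0.5% DMSO. Incubation: 6 h compound exposure at 37 °C after overnight seeding. Technique: Steady-Glo luciferase luminescence. Benchmarks: tunicamycin and DMSO controls.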
APJ agonist: agonists of human apelin receptor APJ, primary screen, CHO-K1 cells, PathHunter beta-arrestin, luminescence | 0% DMSO wells, 100% apelin | activation, % at 20 µM | 330,000 tested, 0.11% active | AID 2520, 2010;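 active means activation more than six SD over the plate average, tested at 20 µM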;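 further: 0% = DMSO alone and 100% = apelin-13 at 10 nM; some results filed as inactive read as strong as hits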
Target sequence (P35414 whole entry, looked up): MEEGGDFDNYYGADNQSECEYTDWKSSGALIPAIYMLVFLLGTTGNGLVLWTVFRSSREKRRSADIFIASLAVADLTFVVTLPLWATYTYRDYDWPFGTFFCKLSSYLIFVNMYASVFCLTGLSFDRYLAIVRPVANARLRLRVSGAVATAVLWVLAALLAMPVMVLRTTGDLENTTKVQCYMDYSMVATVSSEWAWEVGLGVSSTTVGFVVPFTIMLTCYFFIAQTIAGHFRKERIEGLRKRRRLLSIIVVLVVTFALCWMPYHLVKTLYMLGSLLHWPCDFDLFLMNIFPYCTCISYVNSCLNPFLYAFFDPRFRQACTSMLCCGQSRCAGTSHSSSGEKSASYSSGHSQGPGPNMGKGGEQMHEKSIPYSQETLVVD
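Assay system: CHO-K1 cells stably expressing ProLink-tagged human APJ and arrestin–beta-gal acceptor. Compound dosing: 20 µM single point, 1% DMSO. Times: 16-18 h seeding, 90 min dark compound exposure, 60 min detection. Detection: beta-gal luminescence. Evaluation: APJ–arrestin association signal. Controls: negative DMSO alone, positive Apelin-13 at 10 nM.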
Mdm2 MdmX PPI: inhibitors of human Mdm2-MdmX association, primary screen, cell-based, luminescence, split luciferase, SaOS-2, uHTS; SaOS-2 split-luciferase Mdm2/MdmX complementation; inhibition, % at 8 µM; 330,000 tested, 3% active; AID 485346, 2010;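 active means inhibition of at least 50% at 8 µM in the primary screen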
CXCR6 inh: CXCR6 receptor inhibitors, primary screen, cell-based, beta-arrestin, luminescence, CHO-K1 PathHunter, 1536-well; inhibition, % at 20 µM; C-X-C chemokine receptor type 6 (Homo sapiens), O00574; 360,000 tested, 0.36% active; in the data active means inhibition above about 34%, passing the limit was not always enough;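 further: antagonist mode with CXCL16 agonist at 10 nM final; 0% = 10 nM CXCL16 with DMSO and 100% = unstimulated wells without agonist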
Target sequence (O00574 whole entry, looked up): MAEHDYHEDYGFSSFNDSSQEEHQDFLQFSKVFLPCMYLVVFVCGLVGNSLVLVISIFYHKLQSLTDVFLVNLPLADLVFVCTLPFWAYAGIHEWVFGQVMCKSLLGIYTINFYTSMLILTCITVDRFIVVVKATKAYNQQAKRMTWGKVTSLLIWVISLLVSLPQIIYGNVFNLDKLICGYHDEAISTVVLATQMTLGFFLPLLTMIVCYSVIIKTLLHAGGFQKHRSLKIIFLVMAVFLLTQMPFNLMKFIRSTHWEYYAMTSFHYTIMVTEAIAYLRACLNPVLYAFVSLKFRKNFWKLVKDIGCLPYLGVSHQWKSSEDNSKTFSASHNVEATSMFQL
CCR6 antagonist: CCR6 receptor antagonists, primary screen, cell-based, CHO-K1, luminescence, beta-arrestin, uHTS. C-C chemokine receptor type 6 (Homo sapiens), P51684. CHO-K1 CCR6 PathHunter beta-arrestin, CCL20-stimulated. inhibition, % at 20 µM. 340,000 tested, 0.49% active;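 active means compounds whose inhibition of the agonist-driven luminescence signal at 20 µM reaches about 50%, limit read from the data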;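 further: cells stimulated with CCL20 at 14 nM final; plate controls were DMSO with CCL20 for no effect and DMSO without agonist for full effect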
APJ antagonist: antagonists of human apelin receptor APJ, primary screen, CHO-K1 cells, beta-arrestin complementation, luminescence | inhibition, % at 20 µM | 330,000 tested, 0.32% active;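 active means inhibition above about 40% at 20 µM, limit read from the data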;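 further: cells challenged with 10 nM apelin-13 agonist together with compound; plate controls were apelin-13 plus DMSO wells for no effect and DMSO wells lacking apelin-13 for full effect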
EBI2 antag: EBI2 receptor antagonists, beta-arrestin recruitment, primary screen, cell-based, luminescence, 7a,25-OHC stimulation, uHTS | G-protein coupled receptor 183 (Homo sapiens), P32249 | 360,000 tested, 0.81% active | 7a,25-OHC stimulated | inhibition, % at 5 µM; in the data active means inhibition above about 38%;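 further: enzyme fragment complementation signal reports receptor beta-arrestin coupling in cells; 0% = agonist plus DMSO wells and 100% = wells without agonist; some results beyond the cut were filed as inactive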
Numbers without * were called inactive. The list is partial, so the mix of outcomes need not match the whole.

Below each compound: tim23-1 inh, UPR XBP1 act, UPR CHOP act, APJ agonist, Mdm2 MdmX PPI, CXCR6 inh, CCR6 antagonist, APJ antagonist, EBI2 antag
> CCn1c(C)c(C)c2cc(C(=O)NCCCN3CCCCC3)ccc21
 : 6.4, -6.1, 1.1, 0.0, 11.2, -3.3, -2.2, 7.6, -2.4
> Cc1c(N=Cc2c(O)n(C)c(=O)c3ccccc23)c(=O)n(-c2ccccc2)n1C
 : 20.4, 1.1, 2.8, 2.0, 3.3, 2.6, 0.1, -31.3, 7.1
> Cc1cc(C)c2c(N)c(C(=O)Nc3ccc([N+](=O)[O-])cc3)sc2n1
 : -31.0, 2.1, 8.6, -1.3, -27.9, -0.8, 12.3, -2.0, 12.6
> COc1ccc(NC(=O)C2=CC(c3ccco3)=NS(=O)(=O)N2C)cc1OC
 : 9.0, -2.1, -1.0, -3.3, 5.1, 3.3, 13.1, -46.8, 1.5
> C/C=C(/C)C(=O)OC1CC(C)(C)C[C@H]2C3=CC[C@@H]4[C@@]5(C)CCC(O[C@@H]6O[C@@H](C(=O)O)[C@@H](O)C(O[C@@H]7OC[C@H](O)[C@@H](O)[C@@H]7O[C@@H]7OC(CO)C(O)[C@@H](O)[C@@H]7O)C6O[C@@H]6OC(CO)C(O)C(O)C6O)[C@@](C)(CO)[C@@H]5CC[C@]4(C)[C@]3(C)CC(O)[C@@]12CO (stereo partly specified)
 : 20.9, -0.6, -1.5, 11.6, 94.4*, 15.3, 26.6, 22.5, -14.7
> COc1ccc(C(=O)n2cc(C(C)=O)c3ccccc32)cc1
 : 5.0, 7.7, 0.2, -0.7, 22.5, 6.9, 2.6, -6.6, 4.2
> COc1ccc(C2=C(C=O)Cc3ccccc3O2)cc1
 : 51.1*, 4.2, 4.4, -0.9, 40.1, -7.2, 14.3, 5.9, 5.5
> Cn1c(SCCC#N)nnc1-c1ccccc1F
 : -0.6, 1.3, 0.7, -0.1, -4.9, 2.1, 17.3, 11.4, -5.5
> Cc1sc(NC(=O)c2ccco2)c(CN2CCN(c3ccc(F)cc3)CC2)c1C
 : -0.3, -2.0, -3.0, -5.2, 10.2, 7.3, 11.4, -2.5, 24.4
> COc1cc2c(cc1OC)[C@H](C)N(C(=O)COc1ccccc1)CC2
 : 13.4, -1.5, 0.6, -3.8, 7.5, 0.6, 1.6, -10.1, 2.5
> O=C(Nc1ccccc1-c1ccccc1)C1CCC1
 : 14.1, -0.9, 0.5, 0.2, -8.5, -0.3, 13.7, -0.1, -7.0
> O=C(NCCc1ccccc1)c1cc2sccc2n1Cc1ccccc1
 : -3.3, -3.7, 3.5, -3.3, 11.9, 12.7, 1.1, 12.3, 8.8
> O=C(O)C1C2C=CC(C2)C1C(=O)NCc1cccnc1 (stereo unspecified)
 : 0.4, -0.5, -1.5, -2.9, 20.9, 6.2, 4.7, 13.2, 1.2
> CCc1ccc(C(=O)COC(=O)c2cnccn2)cc1
 : 4.9, -3.1, 0.7, -3.8, -17.6, 9.7, 7.8, 9.0, -1.7
> O=C(CNC(=O)c1ccc2c(c1)OCO2)N/N=C/c1cc(Br)ccc1O
 : -18.3, 1.4, -1.1, 1.5, 51.6*, -13.7, 5.2, -10.7, 2.3
> O=C(NCc1cccnc1)C(=O)c1c[nH]c2ccccc12
 : 4.1, -0.1, -1.0, -0.9, 12.8, 8.4, 0.5, -12.8, 2.1
> COc1ccccc1N1CCN(C2CCCN(C(=O)CCC(C)=O)C2)CC1 (stereo unspecified)
 : -6.2, 0.9, -0.8, -0.2, 9.9, 2.1, 1.1, 6.1, 8.2
> CCCN1C(=O)C(NS(=O)(=O)c2ccc(N)cc2)(C(F)(F)F)C(C(=O)OC)=C1C (stereo unspecified)
 : 16.9, -0.4, 0.4, -1.5, 10.3, -1.1, -4.6, 8.2, -13.2
> Cc1c(C(=O)NC2CCCc3ccccc32)cccc1[N+](=O)[O-] (stereo unspecified)
 : 11.5, -0.5, -0.6, 0.9, -2.7, 6.6, 19.2, 5.3, -8.5
> Cn1c(=O)c2c(nc(SCC(=O)N3CCCCCC3)n2C)n(C)c1=O
 : 1.7, 0.0, 1.1, -3.1, -10.3, 2.0, 2.4, 5.0, 0.2

3 records picked at random from those above, as already listed:
Below each compound: tim23-1 inh, UPR XBP1 act, UPR CHOP act, APJ agonist, Mdm2 MdmX PPI, CXCR6 inh, CCR6 antagonist, APJ antagonist, EBI2 antag
> O=C(CNC(=O)c1ccc2c(c1)OCO2)N/N=C/c1cc(Br)ccc1O
 : -18.3, 1.4, -1.1, 1.5, 51.6*, -13.7, 5.2, -10.7, 2.3
> CCc1ccc(C(=O)COC(=O)c2cnccn2)cc1
 : 4.9, -3.1, 0.7, -3.8, -17.6, 9.7, 7.8, 9.0, -1.7
> CCn1c(C)c(C)c2cc(C(=O)NCCCN3CCCCC3)ccc21
 : 6.4, -6.1, 1.1, 0.0, 11.2, -3.3, -2.2, 7.6, -2.4

The results go on:
Below each compound: tim23-1 inh, UPR XBP1 act, UPR CHOP act, APJ agonist, Mdm2 MdmX PPI, CXCR6 inh, CCR6 antagonist, APJ antagonist, EBI2 antag
> Nc1nnc(SCC(=O)Nc2cccnc2Cl)s1
 : 7.1, 0.7, 0.9, -5.9, 8.9, -5.3, 10.9, -45.6, -7.1
> CC(C)CN1C(=O)C(=O)N(CC(=O)N2CCN(c3ccccc3)CC2)C1=O
 : 2.9, -1.1, 0.9, -3.2, 15.9, 5.3, 2.9, 5.7, 11.6
> CCn1ncc(CN2CCCC(C(=O)Nc3cccc(-c4cc5ccccc5[nH]4)c3)C2)c1C (stereo unspecified)
 : 8.2, -1.0, 0.9, 12.1, 58.5*, -18.3, 3.4, -0.9, 3.4
> Cc1ccc(-c2nc(CSCC(=O)NC3CCN(Cc4ccccc4)CC3)c(C)o2)cc1
 : -10.7, -2.8, -4.3, 2.2, 41.5, -3.5, 16.2, -1.3, 11.2
> COc1ccc(NC(=O)N(C)C[C@H]2Oc3ccc(NC(=O)CCC(F)(F)F)cc3C(=O)N([C@H](C)CO)C[C@@H]2C)cc1
 : -4.3, -0.5, 0.2, -3.0, 12.6, 3.5, 9.8, -6.6, -4.3
> COc1cc(C(=O)OC(C)C(=O)NCC2CCCCC2)cc(NC(=O)c2ccco2)c1OC (stereo unspecified)
 : 21.2, -1.0, -0.1, -0.4, -7.1, -0.4, 0.3, 13.6, 6.1
> N#CCCN(C1CCCCC1)S(=O)(=O)CCOc1ccccc1
 : 7.5, -2.7, -1.2, -0.6, 9.1, 10.0, 5.5, 14.1, 0.3
> CCCCn1c(N)c(N(C)C(=O)c2cc3c(s2)CCCCC3)c(=O)[nH]c1=O
 : 7.6, 0.8, 2.0, -4.3, 10.1, -1.2, -3.9, 26.3, -3.6
> Cc1cc(C(=O)COC(=O)c2ccc(O)cc2O)c(C)n1-c1ccccc1
 : 28.1, -3.9, 4.2, -3.1, 0.6, -4.0, 10.0, -16.5, 11.3
> Cc1cccc(NC(=O)/C(=C/c2cccc([N+](=O)[O-])c2)NC(=O)c2cccs2)c1
 : -6.5, -2.4, -1.1, 0.2, 27.6, 0.5, 23.1, 12.3, -2.1
> Cc1ccc(NC(=O)c2cc(S(=O)(=O)N(C)C)ccc2N2CCCC2)cc1F
 : 22.6, 39.2*, 12.8, -5.9, 52.1*, 0.3, 19.5, 6.2, 10.1
> O=C(CCCSc1nc2ccccc2s1)NC1=NCCS1
 : 24.4, -1.3, -0.3, -2.9, 13.7, -7.8, 7.8, 0.5, 10.2
> Cc1ccc(C(=O)NCC(=O)OCC(=O)N2CC(C)OC(C)C2)cc1 (stereo unspecified)
 : 8.2, -1.3, 0.1, -4.5, -6.0, 13.2, 8.3, 2.4, -11.9
> COc1ccc(CN(C)C(=O)COc2cccc(-n3cnnn3)c2)cc1OC
 : -7.3, -0.3, -0.8, -1.6, -6.8, -4.1, -2.0, -3.4, -12.6
> Clc1ccc2nc3c4ccccc4cnn3c2c1
 : 29.5, 1.1, 2.7, -1.7, -199.3, -4.9, 0.6, 5.0, 12.0
> Cc1cc(=O)[nH]c(SCC(=O)NC2CCCCCC2)n1
 : -4.8, 0.2, 0.1, -2.1, 8.0, -4.8, 2.7, -0.5, 5.1
> O=C(CSc1cccc2cccnc12)Nc1cc(C(=O)O)cc(C(=O)O)c1
 : 9.5, -3.2, 0.8, 1.3, 16.5, 10.4, 23.3, -23.1, -3.9
> COc1cc(OC)nc(Oc2cccc(C(F)(F)F)c2)n1
 : 6.9, 0.4, -0.7, -1.8, 21.6, 3.7, 4.9, 9.7, 1.5
> CCOc1ccc(-c2nnc3ccc(SCC(=O)N4CCCCC4)nn23)cc1
 : 7.0, -5.4, 0.1, -1.5, 10.4, -3.6, 6.9, 20.0, 1.3
> CC1CC(C)CN(C(=O)Cn2ncc3c([nH]c4ccccc43)c2=O)C1 (stereo unspecified)
 : 17.5, -0.7, 0.7, -3.3, 27.2, -5.9, -12.1, 16.7, -18.1
> C#CCOc1ccc(C2C(C#N)=C(N)Oc3cc(O)ccc32)cc1 (stereo unspecified)
 : 21.0, 0.2, 0.1, -4.3, 20.0, -14.3, 9.3, 12.5, 11.5
> c1ccc2[nH]c(CSc3nc4ccccc4s3)nc2c1
 : 23.0, 3.3, -2.9, -2.4, 4.9, -0.9, 11.8, 4.4, 10.1
> CCOc1ccc(-c2nnn(CC(=O)NCc3ccco3)n2)cc1OCC
 : 9.2, -3.6, -1.8, -0.4, 22.8, -13.4, 3.3, 6.1, -7.4
> COc1ccc(OC)c(C(Nc2ccccc2)P(=O)(OC(C)C)OC(C)C)c1 (stereo unspecified)
 : 41.3, -6.3, -0.3, -1.5, -3.2, -12.5, 4.6, 12.9, 9.8
